MITF primary – human MITF inhibition, primary screen. O75030. AlphaScreen MITF homodimerization, bead proximity signal. inhibition, % at 2.6 µM. 0.91% of 650,000 active. AID 1259374; in the data active means inhibition above about 50%;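 further: 0% = vehicle wells with protein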
Target sequence (O75030 whole entry, looked up): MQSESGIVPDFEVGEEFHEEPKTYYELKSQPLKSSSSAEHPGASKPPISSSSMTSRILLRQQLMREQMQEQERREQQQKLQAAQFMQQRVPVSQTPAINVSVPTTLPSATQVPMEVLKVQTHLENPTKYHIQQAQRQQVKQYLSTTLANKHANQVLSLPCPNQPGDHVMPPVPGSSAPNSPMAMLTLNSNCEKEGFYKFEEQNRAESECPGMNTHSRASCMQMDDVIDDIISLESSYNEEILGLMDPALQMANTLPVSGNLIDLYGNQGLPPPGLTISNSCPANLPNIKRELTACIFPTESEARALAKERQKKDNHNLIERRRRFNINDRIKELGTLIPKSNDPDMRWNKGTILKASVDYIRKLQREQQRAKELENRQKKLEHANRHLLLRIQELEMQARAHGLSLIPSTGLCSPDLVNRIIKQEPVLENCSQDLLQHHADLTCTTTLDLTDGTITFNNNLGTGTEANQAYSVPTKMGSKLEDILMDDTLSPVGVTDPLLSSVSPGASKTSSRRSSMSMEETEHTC
TEAD-YAP inh – TEAD-YAP interaction inhibition. inhibition, % at 9.12 µM. HEK-TIYL cells, TEAD-Gal4/YAP UAS-luciferase luminescence. 1.4% of 640,000 active; in the data active means inhibition above about 32%;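 further: 0% = median of test compound wells and 100% = reference inhibitor wells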
FBW7 activator – human FBW7 E3 ligase activation, primary screen; normalized activity (activation), % at 26.1 µM; AlphaScreen FBW7–phospho-cyclin E peptide binding, activator screen; Q969H0; AID 1259310; 0.13% of 650,000 active; in the data active means normalized activity above about 1.9%;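 further: purified mutant Fbw7 with reduced substrate affinity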
GPR151 ag – activators of human GPR151. AID 1508602. 1% of 650,000 active. PathHunter beta-arrestin GPR151 cells, luminescence. Q8TDV0. activation, % at 11.2 µM; in the data active means activation above about 4.9%;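 further: 0% = median of compound wells and 100% = cells with positive control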
Target sequence (Q8TDV0 whole entry, looked up): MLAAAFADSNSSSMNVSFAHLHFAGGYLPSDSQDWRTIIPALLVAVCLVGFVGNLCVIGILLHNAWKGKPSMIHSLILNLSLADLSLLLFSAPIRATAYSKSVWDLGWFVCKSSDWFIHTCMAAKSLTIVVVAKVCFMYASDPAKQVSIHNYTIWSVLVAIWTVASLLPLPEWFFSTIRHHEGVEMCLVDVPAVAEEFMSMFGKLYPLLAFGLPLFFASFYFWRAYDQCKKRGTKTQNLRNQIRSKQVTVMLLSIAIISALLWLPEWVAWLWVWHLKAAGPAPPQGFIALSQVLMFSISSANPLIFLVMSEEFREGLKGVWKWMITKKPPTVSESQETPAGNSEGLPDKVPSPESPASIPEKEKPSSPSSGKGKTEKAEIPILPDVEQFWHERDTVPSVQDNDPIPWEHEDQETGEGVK
Numbers without * were called inactive.

SMILES	MITF primary	TEAD-YAP inh	FBW7 activator	GPR151 ag
COc1ccc(C2CC(c3cccs3)=NN2C(=O)CSc2nnc(CNC(=O)c3cccc(F)c3)n2-c2ccc(F)cc2)cc1 (centres undefined)	-1	-9	0.0	-0.4
COCCCn1c(C)cc(C(=O)COc2cccc3c2OC(C)(C)C3)c1C	18	-2	0.0	0.2
CCOC(=O)C1=C(C)NC2=C(C(=O)C(C(=O)OCC)C(c3ccccc3OC)C2)C1c1sccc1C (centres undefined)	-7	-4	0.2	-0.8
Cc1c(CNC2CCCCCCC2)c(C(=O)O)c(C)n1Cc1c(F)cccc1Cl	19	5	0.0	-0.1
Cc1ccc(S(=O)(=O)Nc2ccc3c(c2)N(C(=O)c2cccs2)CCC3)cc1	24	50*	-0.1	-0.3
COc1ccccc1C(C(C#N)C#N)C1C(=O)N(Cc2ccccc2)N=C1C (centres undefined)	-18	1	-0.7	0.1
CCOc1ccc(CCn2c(N)cc(=O)[nH]c2=O)cc1OCC	5	-2	0.6	-0.5
CCOc1ccc2c(c1)/C(=N/N1C(=O)c3ccccc3C1=O)C(=O)N2	0	-9	0.2	-0.6
Cc1ccc2c(c1)c(C)c1n2CC2COC1(C)O2 (centres undefined)	8	0	0.8	0.7
CC(=O)CCc1ccc(OCCCCNCCN(C)C)cc1	-273	-9	-0.2	0.6
CCOC(=O)c1cc(NS(=O)(=O)c2c(F)cccc2F)cc(C(=O)OCC)c1	9	-3	0.1	0.5
Cn1cc(Cl)c(C(=O)Nc2nc3ccc(Cl)cc3s2)n1	-4	-51	-0.1	-0.7
COc1ccc(C(=O)COc2ccc3c(C(F)(F)F)cc(=O)oc3c2)cc1	15	8	0.4	-1.3
CC(CCc1ccccc1)NCc1ccncc1 (centres undefined)	3	-8	-0.2	0.7
CCOC(=O)c1[nH]c(C(=O)O)c(CC)c1C	3	2	0.1	0.5
CCN(CC)c1ccc(C(=O)NCCNC(C)=O)cc1	-3	-11	0.3	2.0
CSc1nnc2c(n1)OC(C1CC=C(C)CC1)Nc1ccccc1-2 (centres undefined)	-2	5	-0.1	1.8
COc1ccc2c(=O)c(N3C(=O)c4ccccc4C3=O)c(C)oc2c1	2	-9	0.0	-0.8
O=C(c1ccccc1Br)N1CCN(CC(O)COc2ccccc2)CC1 (centres undefined)	-4	-5	-0.2	0.5
CCn1nc(C)c(NC(=S)NC2CCCCC2)c1C	21	1	0.1	-1.2
Cc1ccc(C2CC(=O)C3=C(C2)Nc2ccccc2NC3c2cccnc2)cc1 (centres undefined)	4	11	-0.3	-0.6
COc1ccccc1N1C[C@@H]2C[C@@H](c3nc4ccccc4n3C)N3CCC[C@@]23C1=O	9	-1	-0.3	-1.0
CN(C)c1ccc(/C=C2\SC(=Nc3ccc(O)cc3)NC2=O)cc1	-5	2	-0.1	0.7
COc1ccc(-c2nc(Nc3cc(OC)c(OC)c(OC)c3)c3ncn(-c4ccccc4)c3n2)cn1	-6	-1	0.0	2.6
Cc1ccc(C)c(CSC2=NN3CCCC(=O)N=C3S2)c1	4	-3	0.0	1.3
CCOC(=O)c1ccc(NCc2cc(Br)ccc2O)cc1	16	2	0.0	-0.7
NC(=O)c1ccsc1NC(=O)c1cc(Cl)sc1Cl	15	-40	0.2	2.1
COC(C)(C)c1cc(-c2ccccc2)nc(N)n1	-13	7	0.1	1.1
COc1ccccc1C(=O)COC(=O)C1(C)CC1(Cl)Cl (centres undefined)	-2	-31	0.1	7.6*
COC(=O)CNc1ccc(Br)cc1	-8	0	0.0	0.6
CCOC(=O)c1c(C(=O)c2ccccc2)c2cc(OC)ccc2n1C	-3	-5	0.1	0.7
CCOc1ccc(-c2cn(CCC#N)cn2)cc1	10	4	0.6	-0.5
CCC1CCCCN1C(=O)CC1(c2ccccc2OC)CC(=O)N(CCCOC)C1=O (centres undefined)	7	-5	-0.1	2.1
CCCN(CCC)Cc1c(C(=O)OCC)nnn1-c1nonc1N	0	-4	0.0	-1.9
COc1ccccc1[C@@H]1Nc2ccc([N+](=O)[O-])cc2[C@@H]2C=CC[C@@H]21	13	1	-0.1	0.1
CCOC(=O)C1=C(C)N=c2s/c(=C\c3cccc(O)c3)c(=O)n2C1c1ccc(N(C)C)cc1 (centres undefined)	22	2	-0.1	0.5
COc1ccc(/C=C2\Oc3c(ccc(O)c3CN3CCN(C)CC3)C2=O)c(OC)c1	-2	3	-0.1	0.0
O=C1/C(=C\N2CCOCC2)c2ccccc2C(=O)N1c1ccccc1	11	6	0.1	-1.6
Nn1c[n+](CC(=O)c2ccc(Cl)cc2)c2ccccc21	-192	-8	0.6	0.5
C(=N\N1CCOCC1)/c1c2ccccc2cc2ccccc12	-8	-5	-0.2	1.7
CC1Cc2ccccc2N1C(=O)COC(=O)c1ccc([N+](=O)[O-])o1 (centres undefined)	1	17	0.1	1.2
CCc1ccccc1NC(=O)c1ccc(NCc2ccc(Cl)c(Cl)c2)c([N+](=O)[O-])c1	-8	0	-0.1	-0.2
COc1ccc(-c2csc(-c3cc4cc(Br)ccc4oc3=O)n2)cc1	9	-2	-0.1	0.3
Cc1ccc(NC(=O)/C(=C/c2ccc3c(c2)OCO3)NC(=O)c2ccc(Br)cc2)cc1	14	-1	0.0	-0.5
CC(C)OC(=O)c1ccc(NC(=S)NC(=O)c2cncc(Br)c2)cc1	2	0	-0.1	1.1
c1ccc(Nc2nc(Nc3cccnc3)nc3nc[nH]c23)cc1	-4	58*	0.0	0.6
CN1CCCN(c2ncnc3sc4c(c23)CCCC4)CC1	-10	-7	0.0	3.5
Cc1cc(S(=O)(=O)N(C)C2CCN(C)CC2)ccc1Br	-3	11	-0.1	1.8
NC(=O)c1nc(N2CCOCC2)nc(N2CCOCC2)n1	-3	-6	0.0	1.1
O=C(Cn1cc(S(=O)(=O)Cc2ccccc2)c2ccccc21)Nc1ccc2c(c1)OCO2	21	-13	0.7	0.8
Cc1ccc(/C=C2/Sc3ccccc3N(CC(=O)NCC3CCCO3)C2=O)cc1 (centres undefined)	-5	9	-0.1	-0.2
O=C(/C=C\Nc1ccccc1O)c1ccc2c(c1)OCO2	-3	-38	-0.1	-0.6
O=C(Cn1c(=O)oc2cc(S(=O)(=O)N3CCCCCC3)ccc21)Nc1ccc(F)cc1	7	16	0.3	-0.5
CCCc1nnc2sc(NC(=O)COc3ccc(C)c(C)c3)nn12	-18	-3	0.0	-3.0
O=C(CSc1nc(=O)n(CCO)c2c1CCCC2)N1CCc2ccccc21	3	-2	0.2	-1.1
O=c1oc2ccccc2c(N2CCN(c3ccccc3)CC2)c1CN1CCCC1	-16	0	-0.1	1.2
Cc1c(C(=O)N/N=C/c2cc3c(cc2[N+](=O)[O-])OCO3)sc(N)c1C#N	2	-6	0.1	-0.4
COC(=O)C1=CN(CC2CCCO2)C=C(C(=O)OC)C1c1ccc(C(F)(F)F)cc1 (centres undefined)	-7	-10	0.2	1.9
COc1ccccc1-n1nc(C(=O)NCc2ccccn2)c2ccccc2c1=O	-1	-4	0.0	-1.3
C/C(=N\O)C(C)(C)Nc1ccc(C(C)(C)C)cc1	-3	-9	-0.1	1.0
Remaining list, next part:
SMILES	MITF primary	TEAD-YAP inh	FBW7 activator	GPR151 ag
CC1=NN(C(=S)c2ccc(C)cc2)C(C)(O)C1 (centres undefined)	2	-44	0.1	0.3
CC(c1ccccc1)C(CC(=O)O)C(=O)Nc1ccc(Cl)cc1 (centres undefined)	-10	1	0.0	-0.5
O=C(Nc1cccc(-c2ccco2)c1)C1CCN(C(=O)c2ccsc2)CC1	11	3	0.0	2.5
Brc1ccc(/C=C2\CCCC3C2=NN(c2ccccc2)C3c2ccc(Br)cc2)cc1 (centres undefined)	10	1	0.0	-1.0
O=C(CCCCCn1c(=S)[nH]c2ccccc2c1=O)N1CCOCC1	1	6	0.1	-0.6
COc1ccc(CC(=O)N2CCC(c3ccnc4nc(C(F)(F)F)nn34)CC2)cc1	3	11	0.4	1.1
O=C(Nc1cc(F)ccc1F)c1ncoc1-c1cccc(Cl)c1	-2	4	-0.1	-0.2
Cc1nc2ccccc2c(=O)n1NC(=O)c1cc2cc(Br)ccc2oc1=O	10	11	0.3	-0.9
Cc1ccc(C(=O)N(c2cccc(Cl)c2)C2C=CS(=O)(=O)C2)cc1 (centres undefined)	11	-4	-0.1	-0.6
CCCC(=O)Nc1ccc(C(=O)Nc2ccc(S(=O)(=O)N3CCOCC3)cc2)cc1	10	-2	1.2	-1.8
CS(=O)(=O)N(CC(=O)N1CCCCCC1)c1ccc(F)c(Cl)c1	15	4	-0.1	2.1
CCC(C)OC(=O)C1=C(C)NC2=C(C(=O)CC(c3ccc(Cl)cc3)C2)C1c1cccc(O)c1 (centres undefined)	14	-7	1.3	-1.0
CSCCC(C(=O)Nc1ccc(Cl)cc1)N1C(=O)c2ccccc2C1=O (centres undefined)	13	3	0.0	-0.5
COc1ccccc1-n1cnc(N)c1C(=O)c1ccccc1	-2	53*	0.5	1.4
CCCc1ccc(OCC(O)CN2CCCCC2)cc1 (centres undefined)	-1	11	-0.1	0.2
O=CN/N=C/c1ccc(-c2ccc([N+](=O)[O-])cc2)o1	7	7	0.7	-0.3
Cc1[nH]c2ccccc2c1CCNC(=O)/C(=C/c1cccc([N+](=O)[O-])c1)NC(=O)c1ccco1	4	11	-0.2	0.4
O=C(CN1CCN(c2ccc3c(c2)OCCO3)C1=O)NCc1cccnc1	15	5	0.4	4.7
NC(=O)NC1C=C(Br)S(=O)(=O)C1 (centres undefined)	37	-16	-0.2	-0.4
Cc1ccc(CNC(=O)CCC2CCCN(C3CCSCC3)C2)o1 (centres undefined)	5	-3	0.4	0.7
CCc1ccc(N(C)S(=O)(=O)c2ccc3[nH]cc(C(=O)NCCN4CCOCC4)c(=O)c3c2)cc1	3	-12	0.0	0.4
Cc1cc2nnc(SCC(=O)Nc3c(Cl)cccc3Cl)n2c2ccccc12	-15	-6	0.1	-1.5
CN1C(=O)/C(=C/c2cccn2-c2ccc(N(C)C)cc2)C(=O)NC1=S	8	26	-0.1	0.3
COc1ccc(OC(C)C(=O)Nc2cccc(Br)c2)cc1 (centres undefined)	-1	5	-0.3	-0.2
Cc1cccc(-c2nc3ccccc3n2C)c1	-19	-52	0.0	-4.5
COc1ccc(/C=C(\C#N)C(=O)OCC(=O)Nc2cccc(Br)c2)cc1	-13	1	0.0	-1.0
Cc1cc(NN)nc(NS(=O)(=O)c2ccccc2)n1	-6	-2	-0.2	-0.1
CCOc1cc(CNCCc2c[nH]c3ccccc23)cc(Cl)c1OCC(N)=O	10	7	0.8	-1.2
Cc1cc(C)nc(SCC(=O)N2CCc3ccccc3C2)n1	-2	-2	-0.3	-0.5
Cc1cccc(-c2nc(CS(=O)CC(=O)N3CCN(c4ccccn4)CC3)c(C)o2)c1 (centres undefined)	16	6	1.1	0.0
CCCN(CCC)C(=O)CSc1nc2ccsc2c(=O)n1CCCC(=O)O	-2	12	0.2	-1.2
O=C(c1ccco1)N(CCCN1CCOCC1)c1nc(-c2ccc(F)cc2)cs1	5	-13	0.4	-0.2
CCOC(=O)CSc1nc2c(c(=O)n1-c1ccc(Cl)cc1)SCC2	-9	-4	-0.1	0.8
CC(C)CN1CCN(Cc2cccc3ncccc23)CC1CCO (centres undefined)	15	-3	0.1	2.7

16 entries from above in a different format.
| Molecule | MITF primary | TEAD-YAP inh | FBW7 activator | GPR151 ag |
| --- | --- | --- | --- | --- |
| O=C(CN1CCN(c2ccc3c(c2)OCCO3)C1=O)NCc1cccnc1 | 15 | 5 | 0.4 | 4.7 |
| NC(=O)NC1C=C(Br)S(=O)(=O)C1 (centres undefined) | 37 | -16 | -0.2 | -0.4 |
| Cc1ccc(CNC(=O)CCC2CCCN(C3CCSCC3)C2)o1 (centres undefined) | 5 | -3 | 0.4 | 0.7 |
| CCc1ccc(N(C)S(=O)(=O)c2ccc3[nH]cc(C(=O)NCCN4CCOCC4)c(=O)c3c2)cc1 | 3 | -12 | 0.0 | 0.4 |
| Cc1cc2nnc(SCC(=O)Nc3c(Cl)cccc3Cl)n2c2ccccc12 | -15 | -6 | 0.1 | -1.5 |
| CN1C(=O)/C(=C/c2cccn2-c2ccc(N(C)C)cc2)C(=O)NC1=S | 8 | 26 | -0.1 | 0.3 |
| COc1ccc(OC(C)C(=O)Nc2cccc(Br)c2)cc1 (centres undefined) | -1 | 5 | -0.3 | -0.2 |
| Cc1cccc(-c2nc3ccccc3n2C)c1 | -19 | -52 | 0.0 | -4.5 |
| COc1ccc(/C=C(\C#N)C(=O)OCC(=O)Nc2cccc(Br)c2)cc1 | -13 | 1 | 0.0 | -1.0 |
| Cc1cc(NN)nc(NS(=O)(=O)c2ccccc2)n1 | -6 | -2 | -0.2 | -0.1 |
| CCOc1cc(CNCCc2c[nH]c3ccccc23)cc(Cl)c1OCC(N)=O | 10 | 7 | 0.8 | -1.2 |
| Cc1cc(C)nc(SCC(=O)N2CCc3ccccc3C2)n1 | -2 | -2 | -0.3 | -0.5 |
| Cc1cccc(-c2nc(CS(=O)CC(=O)N3CCN(c4ccccn4)CC3)c(C)o2)c1 (centres undefined) | 16 | 6 | 1.1 | 0.0 |
| CCCN(CCC)C(=O)CSc1nc2ccsc2c(=O)n1CCCC(=O)O | -2 | 12 | 0.2 | -1.2 |
| O=C(c1ccco1)N(CCCN1CCOCC1)c1nc(-c2ccc(F)cc2)cs1 | 5 | -13 | 0.4 | -0.2 |
| CCOC(=O)CSc1nc2c(c(=O)n1-c1ccc(Cl)cc1)SCC2 | -9 | -4 | -0.1 | 0.8 |

Screening data as filed in PubChem.
